RXFP1 antagonist = antagonists of human relaxin receptor RXFP1 | 0.59% of 350,000 active | HEK293-RXFP1, relaxin-stimulated cAMP HTRF, 30 min; hits give low values | activity change, negative = inhibition, % at 57.5 µM | AID 1259400;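 active = activity change of -60% or lower, but not beyond a set lower limit; inconclusive = change between -60% and -40%, or beyond the set limit; inactive = change above -40%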; also: % is scaled to controls: 0 for no effect and ±100 for the full control effect
TRHR agonist = TRH receptor (human) agonism | P34981 | TRHR cells, calcium flux fluo-8, FDSS agonist mode | activation, % at 2 µM | 0.18% of 360,000 active; also: 0% is about no effect
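TRHR-expressing cells loaded with fluo-8 calcium dye; 23 nL library compound pin-transferred, kinetic FDSS fluorescence (Ex 480/Em 530) recorded about 180 s for agonist-induced calcium release, before a 10 nM TRH EC20 addition for potentiator mode.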
D2 potentiator = positive allosteric modulators of human D2 dopamine receptor. HEK293 T-REx D2, calcium flux, EC20 dopamine potentiation. 0.34% of 340,000 active. potentiation, % at 10 µM. P14416;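 active = potentiation over 3 SD above the plate norm, cut at about 30% in these data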; also: 0% is about no effect
Target sequence (P14416 whole entry, looked up): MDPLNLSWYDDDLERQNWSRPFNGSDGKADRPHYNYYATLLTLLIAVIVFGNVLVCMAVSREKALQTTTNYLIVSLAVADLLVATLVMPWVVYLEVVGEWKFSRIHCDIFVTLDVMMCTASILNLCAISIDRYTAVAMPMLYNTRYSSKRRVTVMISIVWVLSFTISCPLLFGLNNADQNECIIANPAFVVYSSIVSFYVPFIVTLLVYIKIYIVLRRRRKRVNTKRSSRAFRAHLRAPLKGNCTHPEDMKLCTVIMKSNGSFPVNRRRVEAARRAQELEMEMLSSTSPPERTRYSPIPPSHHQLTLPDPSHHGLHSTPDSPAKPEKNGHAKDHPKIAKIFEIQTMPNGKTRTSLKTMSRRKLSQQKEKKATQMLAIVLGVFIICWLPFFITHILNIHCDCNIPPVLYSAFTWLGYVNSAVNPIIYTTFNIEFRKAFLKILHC
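Using a no-wash calcium dye in inducible, force-coupled HEK293 Trex cells expressing D2, we tracked fluorescence each second for 180 s after compound, then for 180 s after EC20 dopamine to detect augmented signalling.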
TRHR PAM = TRH receptor (human) allosteric enhancement; TRHR cells, fluo-8 calcium fluorescence, EC20 TRH enhancement; P34981; enhancement, % at 2 µM; 0.66% of 360,000 active; AID 493056; in the data active = enhancement above about 30%; also: 0% is about no effect
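Enhancer read-out: after compound pinning and an initial kinetic agonist-mode read, an EC20 of TRH (10 nM final) was injected and fluo-8 calcium signal (Ex 480/Em 530) followed at 1 s/cycle for 100 cycles in TRHR-expressing cells.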
D1 PAM = potentiators of human D1 dopamine receptor | P21728 | HEK293 TREx D1 cells, calcium flux, dopamine EC20 potentiation | potentiation, % at 10 µM | 0.036% of 360,000 active | AID 504651; in the data active = potentiation above about 30%; also: 0% is about no effect
Target sequence (P21728 whole entry, looked up): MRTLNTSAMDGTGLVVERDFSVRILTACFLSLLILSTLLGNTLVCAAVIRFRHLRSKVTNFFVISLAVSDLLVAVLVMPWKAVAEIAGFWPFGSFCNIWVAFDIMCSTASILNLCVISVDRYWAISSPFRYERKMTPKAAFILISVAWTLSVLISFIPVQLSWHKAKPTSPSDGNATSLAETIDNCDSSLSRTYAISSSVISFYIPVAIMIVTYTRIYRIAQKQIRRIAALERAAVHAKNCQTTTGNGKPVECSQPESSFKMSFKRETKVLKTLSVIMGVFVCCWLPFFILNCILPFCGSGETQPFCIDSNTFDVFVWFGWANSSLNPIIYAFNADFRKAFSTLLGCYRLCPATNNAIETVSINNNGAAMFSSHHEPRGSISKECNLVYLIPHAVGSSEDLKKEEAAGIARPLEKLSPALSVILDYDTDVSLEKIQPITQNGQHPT
D2 agonist = D2 dopamine receptor (human) agonism; P14416; HEK293 T-REx D2 cells, calcium flux agonist mode; activation, % at 2 µM; 0.53% of 340,000 active;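 active = activation over 3 SD above normal in the single-dose calcium agonist read, cut at about 30% in these data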; also: 0% is about no effect
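Tetracycline-induced HEK293 Trex cells with D2 receptor force-coupled to calcium signaling, plated overnight at 30 C and loaded with no-wash calcium dye. Calcium flux read kinetically for 180 s after compound addition; responses flag agonists.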
D1 antag = antagonists of human D1 dopamine receptor; HEK293 TREx D1 cells, calcium flux, dopamine EC80; hits give low values; 3.2% of 360,000 active; activity change, negative = inhibition, % at 10 µM; P21728; in the data active = activity change below about -30%; also: % is scaled to controls: 0 for no effect and ±100 for the full control effect
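Calcium flux readout: force-coupled, inducible Hek293 Trex D1 line, cells induced overnight at 30 C with tetracycline, dye-loaded 30–90 min at RT. Antagonism scored against EC80 dopamine challenge given 180 s after compound.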
D1 agonist = activates the human D1 dopamine receptor; 1% of 360,000 active; activation, % at 2 µM; HEK293 T-REx D1 cells, calcium flux, agonist mode; P21728; also: 0% is about no effect
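Inducible HEK293 T-REx D1 cells, force-coupled to calcium signalling, were plated at 4000 cells/well with tetracycline and held overnight at 30 C. After no-wash calcium dye loading, compound-evoked calcium rise over 180 s flagged agonists.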
D2 antag = antagonists of human D2 dopamine receptor; 2% of 340,000 active; P14416; inhibition, % at 10 µM; AID 485344; HEK293 TREx D2 cells, calcium flux, dopamine EC80; in the data active = inhibition above about 30%; also: 0% is about no effect
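Overnight-induced (tetracycline, 30 C) HEK293 T-REx cells carrying force-coupled D2 receive a no-wash calcium dye, then compound, then EC80 dopamine at 180 s; signals are read kinetically throughout.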
* marks the source's active call; other numbers are inactive results; u = inconclusive; x = not tested or not shown; & = joins results of further samples. Rule as the data show it, unless noted: active = activation above about 30%; inactive = the rest.

no.	molecule	D1 PAM	TRHR PAM	D2 agonist	D2 antag	D1 agonist	D1 antag	TRHR agonist	RXFP1 antagonist	D2 potentiator
1	Cc1cc(C(=O)COC(=O)CN(C)S(=O)(=O)c2ccc(Cl)cc2)c(C)n1Cc1cccs1	-3	-3	-0.6	1	1	6	0.3	-2	-1
2	Cc1cccc(C(=O)NCCNc2nc3cc(C)c(C)cc3cc2C)c1	-2	-1	-0.2	-11	6	7	-0.2	-16	-10
3	Cc1ccc(-n2nc(C)c3c(C(=O)O)cc(C)nc32)cc1	-5	4	0.5	x	0	-50*	0.4	-7	-1
4	CCOc1ccc(S(=O)(=O)NCCC(=O)NC2CCCCC2)cc1	-8	11	x	x	1	4	0.2	6	-1
5	COc1ccc(Cl)cc1CSc1ncn[nH]1	15	-5	0.6	-12	1	5	-0.7	5	6
6	CCS(=O)(=O)N1N=C(c2cccc(NS(C)(=O)=O)c2)CC1c1ccc(C)cc1 (stereo not drawn)	-1	-2	-0.6	12	2	6	-0.2	-26	3
7	O=C(c1ccccc1)c1nc[nH]c1C(=O)Nc1ccccn1	-3	1	-0.3	-15	1	3	-0.5	-4	11
8	CC(=O)c1ccc(OCC(O)CN2CC(C)OC(C)C2)cc1 (stereo not drawn)	6	-2	-0.3	4	0	7	-0.2	-8	10
9	CC(=O)Nc1nc(C)c(-c2csc(Nc3ccc(O)cc3)n2)s1	-7	2	-1.7	-7	2	-11	-1.1	7	5
10	COc1ccc(S(=O)(=O)N2CCN(c3ccc(F)cc3)CC2)cc1C(=O)N1CCOCC1	-8	3	0.5	8	2	-10	-0.4	-6	-17
11	Cc1ccc(OCC(=O)OCC(=O)Nc2sccc2C(N)=O)cc1C	-2	2	-1.2	11	10	-15	0.4	3	3
12	COc1cc([N+](=O)[O-])ccc1NC(=O)Nc1nc2c(s1)CCCC2	-1	-2	1.0	11	1	-9	0.9	-2	-6
13	COc1ccc(-n2nnnc2-c2cccnc2)cc1	-3	-2	-0.6	-24	0	x	0.3	0	-4
14	CCc1nnc(NS(=O)(=O)c2ccc(NC(=O)c3ccccc3)cc2)s1	-1	-3	0.3	2	6	3	0.7	-2	-3
15	COc1cccc(CC(=O)Nc2nc(-c3ccc(OC)c(OC)c3)cs2)c1	-4	-1	-0.7	6	1	3	-0.5	-10	-5
16	COc1ccccc1CCNC(=O)CCn1c(=O)oc2ccccc21	-1	-6	0.2	-9	0	-10	-0.3	7	1
17	N#Cc1ccc(Oc2ccc(S(=O)(=O)N3CCOCC3)cn2)cc1	-1	6	0.5	-1	2	-2	0.6	-3	18
18	CN(C)C(=O)N1CCN(C(=O)N(C)C)CC1	-1	9	0.2	-9	6	-2	-1.0	-4	9
19	COc1ccc(C(=O)NC(C(=O)N2CCc3ccccc32)C(C)C)cc1 (stereo not drawn)	-2	-3	0.2	4	3	-5	-0.4	x	-4
20	CCOC(=O)c1ccccc1NC(=O)COC(=O)C1CC(=O)N(CCc2ccccc2)C1 (stereo not drawn)	-6	0	0.0	-3	2	6	-0.2	-20	10
21	O=C(CN(CCc1ccccc1)C(=O)c1csnn1)NCc1ccc(F)cc1	2	-3	0.8	9	1	2	0.4	6	-12
22	CCOC(=O)c1cnn(CCOC(=O)c2ccc(F)cc2)c1NC(=O)c1ccc(F)cc1	-9	-5	-0.5	-5	1	-11	-0.4	1	-1
23	CCOC(=O)c1ccc(NC(=O)C2=C(C)C(=O)OC23CCCCCC3)cc1	-2	8	1.2	x	4	-13	0.8	u	-10
24	COc1ccccc1N(CC(=O)Nc1cc(C)on1)S(=O)(=O)c1ccc(Cl)cc1	-4	1	-0.7	4	4	2	0.0	-12	1

Shown with one line to a screen: part of the list above.
2: Cc1cccc(C(=O)NCCNc2nc3cc(C)c(C)cc3cc2C)c1
11: Cc1ccc(OCC(=O)OCC(=O)Nc2sccc2C(N)=O)cc1C
compound no. | 2 | 11
D1 PAM | -2 | -2
TRHR PAM | -1 | 2
D2 agonist | -0.2 | -1.2
D2 antag | -11 | 11
D1 agonist | 6 | 10
D1 antag | 7 | -15
TRHR agonist | -0.2 | 0.4
RXFP1 antagonist | -16 | 3
D2 potentiator | -10 | 3

Three entries from above, sorted by SMILES length, rising:
no.	molecule	D1 PAM	TRHR PAM	D2 agonist	D2 antag	D1 agonist	D1 antag	TRHR agonist	RXFP1 antagonist	D2 potentiator
15	COc1cccc(CC(=O)Nc2nc(-c3ccc(OC)c(OC)c3)cs2)c1	-4	-1	-0.7	6	1	3	-0.5	-10	-5
24	COc1ccccc1N(CC(=O)Nc1cc(C)on1)S(=O)(=O)c1ccc(Cl)cc1	-4	1	-0.7	4	4	2	0.0	-12	1
22	CCOC(=O)c1cnn(CCOC(=O)c2ccc(F)cc2)c1NC(=O)c1ccc(F)cc1	-9	-5	-0.5	-5	1	-11	-0.4	1	-1

Remaining list, next part:
no.	molecule	D1 PAM	TRHR PAM	D2 agonist	D2 antag	D1 agonist	D1 antag	TRHR agonist	RXFP1 antagonist	D2 potentiator
25	Cc1ccc(N(CCC#N)C(=O)CCl)cc1C	3	2	0.6	3	2	2	0.3	1	5
26	Cc1cc(C)c(NC(=O)CN2C(=O)C3(SCC(=O)N3c3ccc(F)cc3)c3ccccc32)c(C)c1 (stereo not drawn)	-6	-8	-0.1	x	1	4	-0.7	x	-1
27	C=CCc1cccc2cc(C(=O)NC3CCCC3)c(=O)oc12	-2	4	-1.0	-2	11	-8	-0.1	-29	4
28	NC(=O)CSc1nnc(Cc2cccs2)n1C1CCCCC1	3	-2	-1.7	7	3	3	-0.1	25	-15
29	CCOC(=O)N1CCN=C1SCc1ccc(Cl)c(Cl)c1	-1	-2	1.1	-6	11	15	0.4	-8	-2
30	O=C(O)c1ccc2c(c1)C(=O)N([C@H](Cc1c[nH]c3ccccc13)C(=O)O)C2=O	-6	-2	x	x	2	-18	-0.2	x	x
31	CCOc1ccc(S(=O)(=O)N2CCC(C(=O)N3CCCC3)CC2)cc1C	-13	10	x	x	6	-15	-1.2	1	x
32	CCn1c(CCCOc2ccc(Cl)cc2Cl)n[nH]c1=S	2	2	0.5	-12	11	-5	-0.1	-10	-5
33	CCO[C@H]1OC(C(=O)N2CCOCC2)=C[C@@H](C)[C@@H]1CCCO	1	-5	0.0	-23	-3	11	0.1	x	8
34	O=C(Nc1ccc(OC(F)(F)F)cc1)c1ccc(-n2cncn2)nc1	3	7	-0.1	-1	6	-3	1.0	-17	7
35	COCCN1Cc2cc3cc(C)ccc3nc2SC1=Nc1cccc(OC)c1	2	9	-0.4	3	3	15	-0.2	3	-7
36	COc1ccc(C(=O)N/N=C/c2ccc(OC)c(COc3ccc(F)cc3)c2)cc1	-3	-6	-1.4	22	15	2	-0.4	-18	-22
37	O=C1c2ccccc2C(=O)c2c1cccc2N(CCO)CCO	5	-2	x	x	0	2	-0.2	5	x
38	O=C(Nc1ccc(F)cc1)Nc1cc(S(=O)(=O)N2CCOCC2)ccc1N1CCCC1	1	-1	x	x	7	4	-0.8	-2	x
39	O=C(O)Cn1nnnc1SCC(=O)Nc1ccc(F)cc1F	0	-1	1.0	-2	1	-5	0.5	6	4
40	COc1ccc(-c2cc(C(=O)O)nc3ccc4ccccc4c23)cc1OC	-4	-2	x	x	1	-2	0.6	-6	x
41	O=c1c2oc3ccccc3c2n(Cc2cccc(Cl)c2)c(=O)n1Cc1ccc2c(c1)OCO2	-1	2	0.8	x	11	-17	1.0	-8	-1
42	O=C(CSc1nccn1Cc1ccccc1)Nc1ccccc1	-9	1	-2.3	-16	9	-1	-1.8	-5	2
43	Cc1cc(=O)oc2cc(OCCC[n+]3ccccc3)ccc12	-2	-11	0.8	13	3	-5	0.6	-15	-6
44	CCCOc1ccc(-c2nonc2NC(=O)c2cc(OC)c(OC)c(OC)c2)cc1OCCC	-2	8	-1.2	x	38*	-1	-1.4	-1	8
45	O=C(N/N=C/C(Cl)=C\c1ccccc1)c1ccco1	0	-5	0.1	9	0	0	-0.5	-12	0
46	O=C(Nc1ccc(Br)cc1)NC1CCCCCCC1	-9	-5	1.3	9	9	-7	0.9	-12	0
47	CN(C1CCCCC1)S(=O)(=O)c1ccc(C(=O)Nc2sc3c(c2C(N)=O)CC(C)(C)NC3(C)C)cc1	7&2	2&5	0.7&-0.4	11	28&26	0&-4	0.4&0.7	-20	3&-3
48	COc1ccc2cc3cc(C(=O)NCC4CCCO4)oc3nc2c1 (stereo not drawn)	0	8	0.6	29	1	7	0.1	2	x
49	CCCOP(=O)(c1ccc(N(C)C)cc1)C(O)c1ccc(Br)cc1 (stereo not drawn)	8	-10	1.0	-8	4	14	1.0	-7	-9
50	CCOCCCNC(=O)CN1C(=O)/C(=C/c2ccccc2C)Sc2ccccc21	-12	-1	-0.3	3	0	-3	-0.1	-6	5
51	COc1cc(C(C)=O)ccc1OCC(=O)Nc1ccc(Cl)c(S(=O)(=O)N2CCOCC2)c1	3	18	0.5	-8	2	-9	0.1	u	2
52	O=c1c2nccnc2[nH]c(=S)n1Cc1ccccc1	0	5	0.0	0	6	7	0.3	-37	2
53	Cc1cccc(-c2nc(S(=O)(=O)c3ccccc3)c(N3CCOCC3)o2)c1	0	9	-0.3	-1	3	17	0.3	-2	13
54	Cc1ccc(OCC(=O)Nc2ccc(S(=O)(=O)Nc3onc(C)c3C)cc2)cc1	2	1	-0.2	-3	2	-24	1.0	8	-3
55	COc1ccc(Cl)cc1NC(=O)CN1CCN(S(=O)(=O)N2CCOCC2)CC1	-8	-5	3.9	13	2	-10	-0.3	9	x
56	CC(C)(C)C(=O)Nc1ccc(C(=O)CN2C(=O)NC3(CCOc4ccccc43)C2=O)cc1 (stereo not drawn)	-3	2	-0.3	-15	1	1	0.4	-5	-11
57	CCOC(=O)c1cccc(OCC(O)CNCCOc2ccccc2F)c1 (stereo not drawn)	-10	7	81*	83*	14	-27	-0.5	-27	-31
58	CCC(C)[C@H](NC(=O)NCc1ccc(Cl)cc1)C(=O)O (stereo partly drawn)	4	11	0.0	8	5	-6	1.5	7	6
59	COc1ccc(CS(=O)(=O)c2ncn[nH]2)cc1	10	12	1.3	-17	2	-1	2.1	0	0
60	COCCSc1nnc(NC(=O)C2CC(=O)N(CCc3ccc(F)cc3)C2)s1 (stereo not drawn)	-5	5	0.9	-12	1	4	-0.1	-17	3
61	CCOc1ccc(NS(=O)(=O)c2cc(C(=O)N3CCN(c4ccccc4O)CC3)ccc2Cl)cc1	-4	-2	-0.2	5	1	5	-0.4	-32	-4
62	COc1cc(OC)c2ccc(=O)oc2c1C(CCN1CCN(c2ccccc2)CC1)c1ccc(N(C)C)cc1 (stereo not drawn)	-13	3	53*	62*	0	-74*	0.2	x	-15
63	Cc1ccc(S(=O)(=O)CCC(=O)NCc2ccccc2)cc1	-4	-1	0.6	-4	0	0	-0.2	7	-3
64	S=c1[nH]nc(-c2ccccn2)n1/N=C/c1ccc(Cl)c(Cl)c1	0	-5	0.3	11	0	-13	-0.9	-14	4
65	NC(=O)c1nsc(C(=O)N(c2cccc(F)c2)C(C(=O)NCC2CCCO2)c2cccs2)c1N (stereo not drawn)	-4	-9	x	x	1	10	-0.4	-34	x
66	CCOc1ccc(C(NC(=O)/C=C/c2ccco2)c2ccc(OC)c(OC)c2)cc1 (stereo not drawn)	-9	5	0.4	9	7	2	1.1	-12	8
